PLC-beta3 inh: blocks human PLC-beta3 enzyme activity; Q01970; Purified PLC-beta3, fluorogenic substrate, fluorescence; inhibition, % at 12.2 µM; 0.18% of 370,000 active; AID 720704; in the data active = inhibition above about 11%;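 also: 0% = median of compound wells on plate and 100% = full blocker control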
ADAM17 inh: inhibits human ADAM17; recombinant ADAM17, EDANS/DABCYL FRET peptide cleavage; inhibition, % at 6.95 µM; 0.83% of 370,000 active;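 active = inhibition above the mean of compounds lying between control limits plus 3 SD, set per campaign, cut at about 8.5% in these data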;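 also: 0% = DMSO-only wells as the low control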
Target sequence (P78536 215-824 limits assumed): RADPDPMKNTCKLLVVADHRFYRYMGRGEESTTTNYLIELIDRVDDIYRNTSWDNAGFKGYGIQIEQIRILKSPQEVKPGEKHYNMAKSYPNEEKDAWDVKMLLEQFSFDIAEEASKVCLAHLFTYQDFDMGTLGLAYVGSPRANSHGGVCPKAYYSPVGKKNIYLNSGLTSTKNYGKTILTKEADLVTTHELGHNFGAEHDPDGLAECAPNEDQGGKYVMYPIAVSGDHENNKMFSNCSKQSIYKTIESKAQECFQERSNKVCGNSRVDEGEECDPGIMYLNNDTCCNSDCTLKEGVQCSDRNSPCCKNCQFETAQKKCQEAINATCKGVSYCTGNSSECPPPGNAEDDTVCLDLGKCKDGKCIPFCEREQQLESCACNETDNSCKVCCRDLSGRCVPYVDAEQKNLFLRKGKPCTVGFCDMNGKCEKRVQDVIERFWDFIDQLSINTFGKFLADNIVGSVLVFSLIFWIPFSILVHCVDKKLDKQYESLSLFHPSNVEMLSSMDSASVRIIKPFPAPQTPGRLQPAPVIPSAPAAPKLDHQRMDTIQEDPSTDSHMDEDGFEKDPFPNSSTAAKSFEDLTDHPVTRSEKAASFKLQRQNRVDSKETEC
DAX1 inh-1: inhibits human nuclear receptor DAX1; AID 504766; 0.99% of 340,000 active; inhibition, % at 6.75 µM; HEK293 Gal4-DAX1 luciferase reporter, luminescence; P51843;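 active = inhibition above the mean over all tested compounds plus 3 SD, cut at about 4.2% in these data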;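 also: 0% = DAX1-transfected cells with DMSO and 100% = empty-vector control cells with DMSO; inhibition shows as a rise in luminescence from relieved DAX1 repression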
Target sequence (P51843 207-470 limits assumed): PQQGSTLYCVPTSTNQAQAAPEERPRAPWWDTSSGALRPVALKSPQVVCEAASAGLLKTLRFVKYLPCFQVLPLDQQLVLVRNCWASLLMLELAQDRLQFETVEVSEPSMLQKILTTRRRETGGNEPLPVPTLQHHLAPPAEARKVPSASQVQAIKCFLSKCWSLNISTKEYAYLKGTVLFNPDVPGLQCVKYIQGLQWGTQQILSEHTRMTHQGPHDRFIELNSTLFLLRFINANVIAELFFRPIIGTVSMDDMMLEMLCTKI
ssDAF-12 act: activators of S. stercoralis DAF-12 nuclear receptor. activation, % at 6.8 µM. AID 652126. HEK293 ssDAF-12/GRIP1 lit1-tk-luc reporter, luminescence; % of 3 µM dafachronic acid response. 1% of 370,000 active;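 active = activation above the mean over all tested compounds plus 3 SD, cut at about 0.9% in these data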;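 also: 0% = DMSO-only wells and 100% = 3 µM delta7-dafachronic acid wells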
NR1D1 modulator: modulates human Rev-erb alpha binding to DNA; activity, % at 10 µM; Rev-erbα–FITC-DNA binding, fluorescence polarization, 90 min; AID 1259318; 0.79% of 370,000 active;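 active = activity above about 14%, limit read from the data; passing the limit was not always enough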;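 also: 0% = DMSO wells with 35 nM protein and 100% = DMSO wells with 750 nM protein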
hcDAF12 agonist: activators of H. contortus DAF-12 nuclear receptor | 1.4% of 370,000 active | AID 652067 | HEK293 hcDAF-12 lit1-tk-luc reporter, luminescence; 0% DMSO, 100% Δ7-dafachronic acid | activation, % at 6.8 µM;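 active = activation above the mean of all tested compounds plus 3 SD, cut at about 5.5% in these data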;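 also: 100% = response to 3 µM Δ7-dafachronic acid high control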
DAX1 inh-2: inhibitors of DAX1 repression of SF-1 activated StAR promoter | HEK293T StAR-luciferase reporter, SF-1/DAX-1 repression relief | 1.1% of 370,000 active | inhibition, % at 6.8 µM | AID 652010;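 active = inhibition above the mean over all tested compounds plus 3 SD, cut at about 3.6% in these data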;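 also: 0% = DAX-1 cells with DMSO and 100% = cells lacking DAX-1 with DMSO; higher inhibition means more luminescence from relief of DAX-1 repression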
PLC-gamma1 inh: blocks human PLC-gamma1 enzyme activity; P19174; purified PLC-gamma1, fluorogenic substrate, fluorescence; inhibition, % at 12.2 µM; 0.84% of 370,000 active; in the data active = inhibition above about 9.5%
SMARCA2 activ: increases SMARCA2 function in MMTV reporter cells; MG213 cells, MMTV-luciferase reporter, dexamethasone, overnight; activation, % at 9.1 µM; 1% of 370,000 active; AID 652017; in the data active = activation above about 7.8%;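 also: 0% = vehicle wells and 100% = reference activator wells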
MBD2 DNA inh: inhibitors of human MBD2 binding to methylated oligonucleotide; Q9UBB5; TR-FRET; inhibition, % at 4.4 µM; 0.31% of 370,000 active; in the data active = inhibition above about 13%
hgDAF-12 ag: agonists of H. glycines DAF-12 nuclear receptor | 1.8% of 370,000 active | activation, % at 6.8 µM | HEK293 GAL4-hgDAF12 UAS-luciferase reporter, agonist luminescence; normalized to butyrate control;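 active = activation above a cutoff set at the mean of all screened compounds plus 3 SD, cut at about 10% in these data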;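 also: 0% = DMSO wells and 100% = sodium butyrate wells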
* = called active by the depositor; x = not tested or not shown.

SMILES	PLC-beta3 inh	ADAM17 inh	DAX1 inh-1	ssDAF-12 act	NR1D1 modulator	hcDAF12 agonist	DAX1 inh-2	PLC-gamma1 inh	SMARCA2 activ	MBD2 DNA inh	hgDAF-12 ag
Cc1cccc(C(=O)N2CCC(=O)N([C@H](COCc3cccc(Cl)c3)Cc3ccccc3)CC2)c1	1	2	x	-1.3	-6	-2.8	-2.5	1	-4	1	-1.5
O=C1NC(c2ccc(Br)cc2)Nc2ccccc21 (stereo not given)	-308	-256	4.0	-0.9	3	3.3	-0.8	-259	-1	4	9.5
Cc1ccc(OCCCC(=O)Nc2ccc3c(c2)OCO3)cc1	-1	-1	1.3	-1.9	-3	1.3	0.5	-1	-1	3	-0.4
CN(C(=O)COC(=O)c1cc2ccccc2cc1O)C1CCCCC1	-63	-1	1.1	0.1	7	0.4	1.6	-43	6	1	4.2
CC(=O)Nc1nc(-c2ccc([N+](=O)[O-])cc2)cs1	-3	0	1.0	-1.7	-4	-1.5	-0.3	-2	-3	2	-0.6
CCC(C)(C)NC(=O)CN(C(=O)c1csnn1)c1ccccc1-c1ccccc1	2	0	0.6	-1.3	4	-0.7	-0.1	0	-2	1	-2.6
Cc1cccc(NC(=S)N2CCN(Cc3ccc4c(c3)OCO4)CC2)c1C	-7	-3	0.4	-0.5	3	-0.3	-0.6	-1	0	3	-1.1
CC1CN(S(=O)(=O)c2cccc(-c3csc(-c4ccccc4)n3)c2)CC(C)O1 (stereo not given)	1	4	-1.4	-1.1	6	-1.8	-1.0	3	0	-1	0.8
CC(C)(C)c1ccc(C(=O)N/C(=C\c2cccc([N+](=O)[O-])c2)C(=O)Nc2cccc(C(=O)O)c2)cc1	-6	-1	-2.3	-1.1	-3	-1.3	-0.1	-2	0	2	2.1
CCOC(=O)N1CCN(CC(O)c2ccc3c(c2)CCN3)CC1 (stereo not given)	-1	-3	1.4	-1.7	0	-1.0	-0.1	-3	1	3	0.9
Cn1ncc(-c2ccno2)c1C(=O)O	3	-4	-0.1	-1.3	-6	-0.2	-0.5	1	-3	2	-0.1
O=C(CN1C(=O)S/C(=C\C=C\c2ccccc2)C1=O)Nc1ccc(O)cc1	-108	3	-0.5	-1.1	2	4.6	-0.4	-71	7	-4	7.6
Cc1ccc2nc(Cl)c(/C=N/NC(=O)c3ccccc3O)cc2c1	-20	-3	0.0	-1.5	-5	0.1	0.4	-19	-2	4	-1.3
COC(=O)c1c(-c2cccc(C)c2)csc1NC(=O)C1CCCO1 (stereo not given)	-6	0	-0.2	-0.5	24*	-1.0	0.1	-1	1	0	0.9
CS(=O)(=O)N(CC(=O)N1CCN(C(c2ccccc2)c2ccccc2)CC1)C1CCCCC1	0	-1	-0.4	-0.7	-3	0.7	0.2	0	0	-1	2.8
O=c1c2cc3cc(Cl)ccc3nc2ncn1N1CCCCC1	6	6	x	0.9*	-2	3.3	2.9	7	-3	-2	5.8
Cc1nn(Cc2ccccc2Cl)c(C)c1C(=O)Nc1nnc(C2CC2)s1	0	-3	-1.4	-1.4	-1	-4.2	-1.2	0	-2	-3	-7.7
COc1ccc([N+](=O)[O-])cc1NC(=O)C(C)OC(=O)CC1CCCC1 (stereo not given)	-10	-2	1.1	-0.1	7	-0.8	-0.5	5	-2	-4	-0.7
O=C(Nc1ccccc1Cl)c1cc(C2CCCN(C(=O)c3ccccc3)C2)on1 (stereo not given)	11*	3	x	-1.1	-1	-2.2	-0.6	7	-7	1	2.2
CC1CCCC(C)N1/N=C/c1ccc([N+](=O)[O-])cc1 (stereo not given)	5	-2	-0.7	-1.1	6	0.1	-0.2	-74	2	-5	-0.5
CC(=O)Oc1ccc(OC(C)=O)c(S(=O)(=O)c2ccc(C)c(C)c2)c1	-7	3	-0.4	-1.7	-7	-2.9	0.0	-1	2	-4	-3.4
C[C@]12CC[C@@H]3c4ccc(OC(=O)c5ccccc5)cc4CC[C@H]3[C@@H]1CC[C@@H]2O	1	1	0.6	-1.4	5	-1.0	-0.5	2	-3	-8	1.1
COc1ccc(CC(=O)N[C@@H](CCSC)c2nc3ccccc3[nH]2)cc1	-1	2	x	-2.1	8	-1.4	-1.0	4	-1	3	-0.6
CCC(Oc1ccccc1)C(=O)Nc1ncc([N+](=O)[O-])s1 (stereo not given)	1	-3	-0.4	-1.0	-1	-1.7	0.0	2	-5	0	-1.4
O=C(CN1C(=O)NC2(CCCCC2)C1=O)NCCc1ccccc1	-6	0	-0.1	-1.3	1	0.9	3.2	1	7	2	1.4
CC1(C)CC(c2nc(-c3ccc([N+](=O)[O-])cc3)cs2)CCO1 (stereo not given)	-7	-1	-1.4	-1.8	0	-1.3	-1.2	0	-6	-4	2.8
COc1ccccc1N1CCN(C2CCCN(C(=O)CN3CCCCC3=O)C2)CC1 (stereo not given)	-4	0	-0.4	-0.8	-3	1.8	0.0	1	-1	0	0.4
C=CCn1c(SCc2c(C)noc2C)nc2sc3c(c2c1=O)CCCCC3	2	-4	0.4	-1.2	7	-0.9	-0.5	5	-3	4	0.6
CCOC(=O)c1oc2ccccc2c1CSc1nnnn1-c1ccccc1	4	-1	0.3	-1.1	6	-0.5	-0.7	2	-4	2	-1.3
COc1cccc(OCCOc2ccccc2OC(C)C)c1	-3	-3	-0.5	-1.5	-4	-1.5	0.2	-1	0	2	-2.0
O=C1CN(c2ccccc2)C(=O)N1	1	0	0.9	0.0	4	1.3	0.6	4	-4	-9	2.7
Cc1cc(N(C)C)ccc1N=Nc1ccc(N)cc1	-4	7	2.7	-0.7	18	1.1	-0.1	4	-5	-1	3.9
Cn1c(N)c(C(=O)CSc2nnc(-c3cccs3)n2C2CC2)c(=O)[nH]c1=O	-36	-4	2.1	-0.8	5	-0.7	0.1	-3	1	2	1.3
Cc1ccc(NC(=O)CN(C)C(=O)c2ccc(Br)o2)cc1	4	4	-1.3	-0.5	-2	-0.7	0.8	3	-2	0	1.2
Cc1cc(C(=O)OCC(=O)N(C)c2ccccc2)ccc1[N+](=O)[O-]	-9	-8	-0.7	-1.5	4	-2.0	0.5	3	-4	8	-4.1
CCN(CC)c1ncnc2c1sc1nc(C)cc(C)c12	-19	-11	-0.2	-1.3	-3	0.7	-0.2	-18	-1	1	-1.2
Cc1ccc(OCc2cc(C(=O)N(CCO)Cc3cccs3)no2)cc1C	-1	3	2.7	0.5	-1	4.6	5.1*	-23	3	3	6.8
COC(=O)[C@]12CCCCC=C1N(Cc1ccc(OC)cc1)C(=O)[C@@H]2CC(=O)NCc1cccs1	0	2	x	-1.1	1	-0.7	-0.4	1	-2	2	-3.8
COCCCNC(=S)N1CCN(c2nc(-c3ccc(F)cc3)cs2)CC1	-11	0	-5.2	-2.0	7	-4.7	-1.8	0	-4	6	-5.5
COc1ccc(C)cc1S(=O)(=O)NC1CC1	3	-9	-0.1	-1.2	2	-0.8	0.7	4	1	3	-2.0
CCCCNC(=O)C(c1ccc(-c2ccccc2)cc1)N(CCN1CCOCC1)C(=O)CCCCCN1C(=O)NC(c2ccc([N+](=O)[O-])cc2)C(C(=O)OCc2ccccc2)=C1C (stereo not given)	-3	0	x	-1.0	2	-1.5	-0.7	-2	-1	-4	-0.1
Cc1nn(-c2ccccc2)c(C)c1C(=O)OCC(=O)Nc1ccccc1Cl	2	-4	1.8	-1.1	0	-1.0	0.8	2	2	-1	-1.7
COC(=O)CN1C(=O)C(C)=C(c2ccc(C)cc2)S1(=O)=O	-8	-10	0.2	-1.1	3	-0.5	0.1	-8	-4	0	-0.4
COc1cc(C2SCCS2)cc(Br)c1Oc1ncccc1[N+](=O)[O-]	-9	4	x	-1.7	2	0.1	-0.8	-3	-3	-4	-4.2
COC(=O)[C@H](Cc1ccccc1)N1Cc2ccccc2Oc2cc(Br)ccc2S1(=O)=O	0	8	x	-1.2	8	-0.4	0.8	6	-3	3	4.5

Quoted from the listing.
For MBD2 DNA inh, `O=C1CN(c2ccccc2)C(=O)N1` has the entry -9
For SMARCA2 activ, `Cc1ccc(NC(=O)CN(C)C(=O)c2ccc(Br)o2)cc1` has the entry -2

(next part)
SMILES	PLC-beta3 inh	ADAM17 inh	DAX1 inh-1	ssDAF-12 act	NR1D1 modulator	hcDAF12 agonist	DAX1 inh-2	PLC-gamma1 inh	SMARCA2 activ	MBD2 DNA inh	hgDAF-12 ag
Nc1csnc1C(=O)O	3	-3	0.3	-1.1	0	-0.2	-1.3	1	-2	-3	1.1
C=CCNc1nc(Nc2ccc(OC)cc2)nc(OCC)n1	4	1	-0.3	-1.3	0	-2.5	-0.7	0	0	-3	-1.0
NC(=O)c1ccsc1NC(=O)C1CCN(S(=O)(=O)c2cccs2)CC1	-2	-5	0.0	-1.0	0	-2.9	-2.5	3	0	3	-3.4
Cc1ccc2c(COC(=O)C34CC5CC(CC(C5)C3)C4)cc(=O)oc2c1	-1	-2	0.4	-0.8	2	1.0	-0.1	-2	-1	2	1.9
COc1cc(CNC(=O)CCC(=O)N2C[C@H]3C[C@H](C2)c2cccc(=O)n2C3)cc(OC)c1OC	7	-2	2.2	-0.4	-9	0.5	-0.2	1	2	0	2.0
CN(C)S(=O)(=O)c1ccc(N2CCOCC2)nc1	-5	-4	-0.2	-1.7	4	-0.3	-0.2	-3	-1	-1	-1.1
C=C1CCC[C@]2(C)C[C@H]3OC(=O)C(CN4CC(C)OC(C)C4)[C@H]3C[C@@H]12 (stereo not given in full)	-2	-1	-1.6	-1.5	-2	0.0	-0.5	4	-1	-4	1.0
O=C(CNC(=O)C12CC3CC(CC(C3)C1)C2)OCC(=O)N1CCCCC1	-4	-5	0.8	-1.1	-3	-1.0	0.1	-1	-2	-5	-0.5
Cc1ccccc1-n1nc(C(=O)c2cccs2)cc(-c2nc3ccccc3[nH]2)c1=N	-98	-1	-1.5	-0.5	6	0.0	-0.5	-92	3	1	-1.6
O=C(c1ccc2c(c1)OCO2)N1CCc2ccccc21	-7	-2	-1.7	1.1*	-1	7.1*	0.6	2	2	-3	3.3
COc1ccc(/C=C/c2ccc3cccc(O)c3n2)c(OC)c1OC	-33	0	-4.4	-1.0	1	-2.0	-0.9	-25	-6	8	-5.4
CCCCNC(=S)N(C)/N=C/c1ccc(OCC(=O)Nc2ccc(OC)cc2)c(OC)c1	0	-4	-2.8	-2.0	1	-3.8	-0.9	0	-5	4	-5.2
CC(=O)c1c(C)[nH]c(C(=O)N2CCN(c3ccc(F)cc3)CC2)c1C	-2	-2	-1.2	-2.3	-3	-2.5	-0.9	-1	-3	-5	-2.0
Cc1onc(-c2ccccc2)c1NC(=O)N(CCC#N)Cc1cccs1	-2	4	-1.9	-1.4	3	-0.6	0.9	10.0*	-5	4	-1.0
Cc1sc(NC(=O)Cn2cnnn2)nc1-c1ccc(Cl)cc1	-5	1	-0.4	-1.5	-2	-2.0	-0.2	-3	-2	5	-2.2
O=C(Nc1ccc2c3c(cccc13)CC2)c1ccco1	-18	-3	-0.6	-0.3	-6	-0.5	0.6	-9	4	-4	3.3
Cc1[nH]nc2c1C(c1cccs1)C1=C(CCCC1=O)N2 (stereo not given)	-101	-39	1.0	-0.9	-6	-1.5	0.5	-61	0	-4	-3.1

Not a hit list; any-hit rate near 7.4%.
